# NR1D1 modulator: modulators of human Rev-erb alpha DNA binding; Rev-erbα–FITC-DNA binding, fluorescence polarization, 90 min; activity, % at 10 µM; hit rate 0.79% among 370,000;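 active means activity above about 14%, limit read from the data; passing the limit was not always enough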;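 further: 0% = DMSO wells with 35 nM protein and 100% = DMSO wells with 750 nM protein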
# Target sequence (P20393 whole entry, looked up): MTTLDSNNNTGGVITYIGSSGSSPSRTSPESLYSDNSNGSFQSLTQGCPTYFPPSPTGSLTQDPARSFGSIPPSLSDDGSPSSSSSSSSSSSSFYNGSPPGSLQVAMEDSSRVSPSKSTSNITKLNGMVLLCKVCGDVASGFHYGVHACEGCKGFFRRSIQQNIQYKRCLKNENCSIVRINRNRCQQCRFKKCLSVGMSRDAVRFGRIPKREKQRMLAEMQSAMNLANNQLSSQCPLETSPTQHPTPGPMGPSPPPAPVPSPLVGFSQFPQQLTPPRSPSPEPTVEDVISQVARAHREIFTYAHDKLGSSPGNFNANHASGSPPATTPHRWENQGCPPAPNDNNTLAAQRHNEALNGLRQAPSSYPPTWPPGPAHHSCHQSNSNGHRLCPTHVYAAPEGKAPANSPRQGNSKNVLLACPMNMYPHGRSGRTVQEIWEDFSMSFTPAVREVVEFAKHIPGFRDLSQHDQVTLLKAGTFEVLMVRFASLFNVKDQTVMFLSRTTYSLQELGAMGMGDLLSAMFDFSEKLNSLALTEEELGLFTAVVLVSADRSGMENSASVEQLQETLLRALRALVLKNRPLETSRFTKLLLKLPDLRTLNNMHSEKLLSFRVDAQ
# PLCb3 inh: PLC-beta3 (human) inhibition, primary screen | Q01970 | Purified PLC-beta3, fluorogenic substrate, fluorescence | inhibition, % at 12.2 µM | hit rate 0.18% among 370,000 | AID 720704; in the data active means inhibition above about 11%;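 further: 0% = median of compound wells on plate and 100% = full blocker control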
# DAX1 inh-1: DAX1 (NR0B1) inhibition, primary screen; hit rate 1.1% among 370,000; AID 652010; inhibition, % at 6.8 µM; HEK293T StAR-luciferase reporter, SF-1/DAX-1 repression relief;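 active means inhibition above the mean over all tested compounds plus 3 SD, cut at about 3.6% in these data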;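 further: 0% = DAX-1 cells with DMSO and 100% = cells lacking DAX-1 with DMSO; higher inhibition means more luminescence from relief of DAX-1 repression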
# hcDAF-12 act: activators of H. contortus DAF-12 nuclear receptor; HEK293 hcDAF-12 lit1-tk-luc reporter, luminescence; 0% DMSO, 100% Δ7-dafachronic acid; AID 652067; hit rate 1.4% among 370,000; activation, % at 6.8 µM;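 active means activation above the mean of all tested compounds plus 3 SD, cut at about 5.5% in these data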;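 further: 100% = response to 3 µM Δ7-dafachronic acid high control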
# DAX1 inh-2: inhibits human nuclear receptor DAX1; P51843; HEK293 Gal4-DAX1 luciferase reporter, luminescence; inhibition, % at 6.75 µM; hit rate 0.99% among 340,000; AID 504766;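 active means inhibition above the mean over all tested compounds plus 3 SD, cut at about 4.2% in these data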;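 further: 0% = DAX1-transfected cells with DMSO and 100% = empty-vector control cells with DMSO; inhibition shows as a rise in luminescence from relieved DAX1 repression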
# ADAM17 inh: ADAM17 inhibition, QFRET primary screen; P78536; recombinant ADAM17, EDANS/DABCYL FRET peptide cleavage; inhibition, % at 6.95 µM; hit rate 0.83% among 370,000;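 active means inhibition above the mean of compounds lying between control limits plus 3 SD, set per campaign, cut at about 8.5% in these data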;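 further: 0% = DMSO-only wells as the low control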
# hgDAF-12 ag: agonists of H. glycines DAF-12 nuclear receptor | HEK293 GAL4-hgDAF12 UAS-luciferase reporter, agonist luminescence; normalized to butyrate control | hit rate 1.8% among 370,000 | activation, % at 6.8 µM;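 active means activation above a cutoff set at the mean of all screened compounds plus 3 SD, cut at about 10% in these data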;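 further: 0% = DMSO wells and 100% = sodium butyrate wells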
# MBD2 inh: blocks human MBD2 binding to methylated DNA. hit rate 0.31% among 370,000. inhibition, % at 4.4 µM. AID 686964. TR-FRET, MBD2 binding to methylated oligonucleotide; in the data active means inhibition above about 13%
# Target sequence (Q9UBB5 whole entry, looked up): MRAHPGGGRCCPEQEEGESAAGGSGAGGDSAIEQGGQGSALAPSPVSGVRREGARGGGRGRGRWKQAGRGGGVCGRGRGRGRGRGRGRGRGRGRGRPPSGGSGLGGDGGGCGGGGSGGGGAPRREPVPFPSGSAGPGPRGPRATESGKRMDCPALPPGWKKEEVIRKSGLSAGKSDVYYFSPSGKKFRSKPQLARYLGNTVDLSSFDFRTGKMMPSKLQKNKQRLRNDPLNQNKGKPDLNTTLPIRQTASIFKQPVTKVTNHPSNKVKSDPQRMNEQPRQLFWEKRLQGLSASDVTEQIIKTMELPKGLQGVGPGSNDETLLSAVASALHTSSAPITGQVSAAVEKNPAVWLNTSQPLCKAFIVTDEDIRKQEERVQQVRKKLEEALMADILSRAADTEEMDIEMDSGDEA
# ssDAF-12 act: activators of S. stercoralis DAF-12 nuclear receptor; AID 652126; HEK293 ssDAF-12/GRIP1 lit1-tk-luc reporter, luminescence; % of 3 µM dafachronic acid response; hit rate 1% among 370,000; activation, % at 6.8 µM;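 active means activation above the mean over all tested compounds plus 3 SD, cut at about 0.9% in these data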;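 further: 0% = DMSO-only wells and 100% = 3 µM delta7-dafachronic acid wells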
# PLCg1 inh: blocks human PLC-gamma1 enzyme activity; hit rate 0.84% among 370,000; inhibition, % at 12.2 µM; P19174; AID 720700; purified PLC-gamma1, fluorogenic substrate, fluorescence; in the data active means inhibition above about 9.5%
# SMARCA2 activ: SMARCA2 function activation, primary screen. activation, % at 9.1 µM. MG213 cells, MMTV-luciferase reporter, dexamethasone, overnight. hit rate 1% among 370,000; in the data active means activation above about 7.8%;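 further: 0% = vehicle wells and 100% = reference activator wells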
# * marks the source's active call; other numbers are inactive results; i = inactive; x = no result given; & = joins results of further samples. An unsorted share of the library. Share with any hit: about 7.4%.
# Results follow in this order: NR1D1 modulator	PLCb3 inh	DAX1 inh-1	hcDAF-12 act	DAX1 inh-2	ADAM17 inh	hgDAF-12 ag	MBD2 inh	ssDAF-12 act	PLCg1 inh	SMARCA2 activ
> COc1ccc(CCNC(=O)COc2ccc(S(=O)(=O)NC3CCCCC3)cc2Cl)cc1
→ -2	5	-1.3	-2.0	-0.9	7	-3.4	-1	-1.4	9	-2
> CN1OC[C@@H]2CN[C@H](c3ccc(N4CCCCC4)cc3)C[C@@H]21
→ -4	-35	-0.7	-1.9	x	-8	-3.9	2	-0.9	-28	-3
> COc1ccc([C@H]2C[C@@H](n3cc(COC(=O)c4ccccc4)nn3)[C@H](O)CN2C(=O)C2CCCCC2)cc1
→ -1	0	-1.3	-0.6	1.0	0	2.5	6	-0.7	3	-4
> Cc1ccccc1-c1nc(CN2CCC(C(=O)NCCCN3CC(C)CC(C)C3)CC2)c(C)o1 (centres undefined)
→ 2	-4	1.6	-0.2	-0.3	-4	-0.6	0	-1.6	0	3
> Cn1c(C(=O)NCc2ccccc2)cc2oc3ccccc3c21
→ 2	-1	0.1	-2.9	-1.1	-2	-4.3	3	-1.4	-4	-1
> CCOC1=CC(=O)N(Cc2ccccc2)C1
→ 1	-10	0.7	0.9	0.9	1	2.0	-5	-1.2	0	2
> O=C(COC(=O)c1cc[n+]([O-])cc1)Nc1ccc([N+](=O)[O-])cc1Cl
→ 2	-4	-1.3	-0.6	-0.9	-3	0.5	-2	-1.1	0	-2
> COc1ccc([C@H]2CC(=O)C=C(c3ccc(OC)cc3OC)C2)cc1
→ -1	-37	-0.5	-0.8	1.0	-2	-1.5	2	-0.8	-23	-1
> COC(=O)C1=C(C)N=C2SCCC(=O)N2C1c1cc(Br)ccc1OC (centres undefined)
→ -2	-10	-0.2	-1.3	0.4	-1	-3.1	4	-1.6	-9	-2
> Cn1c(Nc2ccc(Cl)cc2F)nc2cc(-c3ccccc3)sc2c1=O
→ -4	1	0.2	-1.4	x	0	-1.4	1	-0.2	1	0
> CCOC(=O)c1sc(=S)n(Cc2ccccc2)c1C
→ -2	-9	0.2	0.7	-1.5	-3	-2.3	5	-1.2	-1	-3
> Cc1cnc(C(=O)N2CCCC(C(=O)c3ccc(C(C)(C)C)cc3)C2)cn1 (centres undefined)
→ 2	-7	-0.4	-1.9	1.4	-2	0.7	-1	-2.0	0	1
> CCOc1cc(C(=O)OCC(=O)Nc2ccc(Cl)cn2)ccc1OCC(=O)N1CCOCC1
→ -3	0	0.5	0.3	0.5	-1	-1.6	1	-0.8	1	-3
> Cc1c(C(=O)Nc2nccs2)oc2c(Cl)cccc12
→ 4	-13	1.5	5.4	2.0	-7	6.6	-6	1.3*	-10	1
> O=C(N/C(=C/c1ccc(F)cc1)C(=O)N1CCOCC1)c1ccco1
→ -1	0	0.4	0.6	3.7	-4	1.2	2	-0.8	1	-3

# Not a retest: entries from further up.
# Results follow in this order: NR1D1 modulator	PLCb3 inh	DAX1 inh-1	hcDAF-12 act	DAX1 inh-2	ADAM17 inh	hgDAF-12 ag	MBD2 inh	ssDAF-12 act	PLCg1 inh	SMARCA2 activ
> CN1OC[C@@H]2CN[C@H](c3ccc(N4CCCCC4)cc3)C[C@@H]21
→ -4	-35	-0.7	-1.9	x	-8	-3.9	2	-0.9	-28	-3
> COc1ccc([C@H]2C[C@@H](n3cc(COC(=O)c4ccccc4)nn3)[C@H](O)CN2C(=O)C2CCCCC2)cc1
→ -1	0	-1.3	-0.6	1.0	0	2.5	6	-0.7	3	-4

# Next section.
# Results follow in this order: NR1D1 modulator	PLCb3 inh	DAX1 inh-1	hcDAF-12 act	DAX1 inh-2	ADAM17 inh	hgDAF-12 ag	MBD2 inh	ssDAF-12 act	PLCg1 inh	SMARCA2 activ
> Cc1ccc2c(c1)C1CN(C)CCC1N2S(=O)(=O)c1ccccc1F (centres undefined)
→ -7	-3	0.3	0.0	0.3	-2	-1.7	5	-0.1	2	1
> CCN(CC)S(=O)(=O)c1ccc(N2CCN(S(=O)(=O)c3ccccc3C#N)CC2)nc1
→ 4	3	-0.3	-1.0	0.1	2	-0.7	-2	-1.5	7	2
> CCC(=O)N1CCc2cc(S(=O)(=O)NC(Cc3ccccc3)C(=O)NC3CCCCC3C)ccc21 (centres undefined)
→ -1	5	-0.5	-1.2	0.1	3	0.5	4	-0.5	5	-1
> COCCCNC(=O)c1ccc(CSCc2ccc(C)cc2)o1
→ -1	-9	0.0	-1.5	-1.4	-1	-2.0	-3	-1.4	-3	0
> O=C(Cn1c(=O)n(-c2ccc(F)cc2)c(=O)c2sccc21)c1ccccc1
→ 1	4	-0.6	3.1	-0.6	-1	-2.3	-6	-1.4	-1	-2
> Cc1ccc(NC(=O)OCCNC(=O)c2ccncc2)cc1
→ 0	-5	0.9	-0.2	-0.1	-3	2.3	-3	-0.9	0	5
> CCOC(=O)C1(C)NC(c2ccco2)C2C(=O)N(C)C(=O)C21 (centres undefined)
→ 7	-3	-0.8	0.2	0.6	-3	-1.8	1	-1.3	-4	0
> Cc1c(CN2CCC(C(=O)Nc3ccc(Oc4ccccc4)nc3)CC2)cnn1C
→ 3	-6	-0.3	1.2	0.8	-1	-2.1	-2	0.3	1	-1
> CCOc1ccc(N/C=C/C(=O)c2ccc(OC)cc2)cc1
→ -2	-64	0.0	-0.7	-1.0	1	0.9	-4	-1.0	-42	2
> O=C(NCCc1ccccc1)OCc1cn(-c2ccc(Cl)cc2)nn1
→ -8	0	2.0	2.6	x	-1	2.9	-2	-1.2	2	-1
> Cc1sc2ncn(CC(=O)N3CCCCC3)c(=O)c2c1S(=O)(=O)N1CCC(C)CC1
→ 3	2	0.1	0.0	0.7	1	1.7	0	-1.2	5	-5
> Cc1ccc2[nH]c3ccccc3c(=O)c2c1
→ -7	-365	0.2	-1.3	-0.4	i	0.6	-3	-1.0	-288	-2
> CN(C)c1nc(N(C)C)nc(N(C)C)n1
→ 5&8	2	0.4	0.3	1.1	-5	0.9	1	-1.7	9.6*	-6
> O=C(NCCCCCCNC(=O)OCc1ccccc1)OCc1ccccc1
→ 3	0	0.6	-1.5	-0.8	-6	-1.9	-5	-1.1	0	0
> CC/C(=N\OC(=O)c1ccc(OC(C)C)cc1)c1ccc(C)cc1
→ 2	-5	0.2	0.7	1.7	5	-0.7	-3	-1.0	-3	-3
> Cc1onc(-c2ccccc2Cl)c1C(N)=O
→ 2	1	-0.9	-1.3	-0.6	0	-0.2	0	-0.8	0	-1
> N/C(=N\c1nc2ccccc2o1)NC(=O)c1ccccc1F
→ -3	3	1.4	1.3	1.0	2	3.3	-5	-0.6	5	0
> Cc1ccc(OCCCC(=O)NC2CCCCC2)cc1
→ -8	-1	-0.4	-3.3	5.0*	-1	1.2	-1	-0.8	1	-1
> COc1ccc(CNC(=O)COC(=O)c2ccc(S(=O)(=O)N3CCOCC3)cc2)cc1
→ -6	2	-1.9	-1.0	-0.6	2	1.3	-2	-1.6	3	-6
> Cc1cc(NC(=O)c2cc(-c3ccc(Br)cc3)on2)no1
→ -7	-5	0.1	2.6	1.0	-5	-2.3	2	-0.8	1	1
> COCCNC(=O)Nc1ccc2nc(C)sc2c1
→ -2	-12	1.3	-1.2	-1.1	-10	0.4	-4	-0.4	-9	0
> COC(=O)c1ccc2ccn(CC(=O)NC(C)C)c2c1
→ 0	-60	0.3	0.7	1.2	-141	0.6	6	-1.2	-52	-2
> CCOC(=O)c1cccc(NC(=O)c2ccc3c(c2)C(=O)N(CC2CCCO2)C3=O)c1 (centres undefined)
→ 4	-11	-0.9	-2.1	-0.9	3	1.8	1	-1.1	-2	-2
> CCOc1cc2[nH]c(=S)n(CCN3CCCCC3C)c(=O)c2cc1OCC (centres undefined)
→ 1	0	0.5	-0.4	0.1	3	-1.8	1	-1.0	6	-3
> Cc1cnc(C(=O)OCC(=O)c2c[nH]c3ccccc23)cn1
→ -6	-18	1.7	4.4	1.4	-2	4.6	2	0.2	-9	0
> Cc1ccc(C)c(OCc2cc(C(=O)N3C[C@@H](C)O[C@@H](C)C3)no2)c1
→ -4	-6	4.6*	0.6	2.1	1	8.8	-1	-0.8	2	6
> COc1ccc(N2CCN(C3CCCN(Cc4cccc(C)c4)C3)CC2)cc1 (centres undefined)
→ 0	-4	0.5	0.7	-2.7	-2	-0.6	4	-1.1	0	-3
> CCOc1ccccc1C(=O)N[C@H](C(=O)NCc1ccccc1)C(C)C
→ -4	0	-1.0	-0.5	0.5	-7	-2.7	2	-1.3	3	-2
> O=C(O)CC1SC(=O)N(CC(=O)c2ccccc2)C1=O (centres undefined)
→ 2	-6	0.0	-0.9	0.4	-5	1.4	3	-0.4	-2	-3
> CCOC(=O)C1=C(O)C(=O)NC(c2ccccc2)=C(OCC)C1
→ 6	-52	1.6	0.4	0.0	-22	1.2	4	-1.1	-41	-4
> CC(=O)Nc1ccc(NC(=O)c2nc(-c3ccccc3)oc2C)cc1
→ -1	-4	0.2	-0.2	-0.2	-1	-1.3	0	-1.3	3	-6
> O=C(Cc1cccc(NC(=O)C2CCCN(C(=O)CCc3ccccc3)C2)c1)Nc1ccc(C(=O)N2CCOCC2)cc1 (centres undefined)
→ 4	9	0.1	-1.4	-0.1	3	-3.3	-7	-0.6	7	-7
> COc1ccc(OC)c(/C=C/C(=O)N2CCCc3ccccc32)c1
→ 1	-28	-0.8	-0.9	-0.3	-3	0.7	-1	-1.3	-11	-2
> COc1ccc(CNC(=O)C2CCN(S(=O)(=O)c3ccccc3)CC2)cc1
→ -4	-13	-2.1	-2.0	0.0	-3	-0.3	3	-0.8	-1	-2
> CC(C)Oc1ccc(C(=O)NN2C(=O)NC3(CCCCC3)C2=O)cc1
→ -7	-5	-0.9	1.0	1.2	-5	-0.2	-2	-0.9	7	-1
> COc1cc([C@@H]2c3cc4c(cc3[C@@H](O[C@@H]3O[C@@H]5CO[C@@H](C)O[C@H]5[C@H](O)[C@H]3O)[C@H]3COC(=O)[C@H]23)OCO4)cc(OC)c1O
→ 2&-9	-4	-6.6	-3.2	-4.0	-11	-8.8	2	-1.1	-1	-3
> COC(=O)C1(C(=O)OC)C[C@H](c2ccccc2)N(Cc2ccccc2OC)[C@@H]1c1ccccc1
→ 7	2	-2.4	0.6	x	-3	3.9	1	-0.3	3	-3
> Cn1ncc([N+](=O)[O-])c1C(=O)Nc1nc2ccccc2n1CCN1CCCCC1
→ 8	-1	-0.2	-1.5	-1.2	-6	-3.2	3	-1.2	1	-3

# An excerpt from above, reduced to PLCg1 inh.
structure	PLCg1 inh
COc1ccc(OC)c(/C=C/C(=O)N2CCCc3ccccc32)c1	-11
CC(=O)Nc1ccc(NC(=O)c2nc(-c3ccccc3)oc2C)cc1	3

# Screening results: PubChem BioAssay, several laboratories
